Screens from PubChem.
LYPLA1 inh = LYPLA1 (human) inhibition in PME1 counter-screen | O75608 | recombinant LYPLA1, FP-Rh probe fluorescence polarization | inhibition, % at 5.9 µM | hit rate 0.16% among 320,000 | AID 2174;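 active = inhibition above the mean of all tested compounds plus 3 SD, set per campaign, cut at about 14% in these data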;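 note: inhibitors block serine hydrolase probe labeling of LYPLA1 so polarization falls; 0% = enzyme with DMSO and 100% = wells lacking LYPLA1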
Target sequence (O75608 whole entry, looked up): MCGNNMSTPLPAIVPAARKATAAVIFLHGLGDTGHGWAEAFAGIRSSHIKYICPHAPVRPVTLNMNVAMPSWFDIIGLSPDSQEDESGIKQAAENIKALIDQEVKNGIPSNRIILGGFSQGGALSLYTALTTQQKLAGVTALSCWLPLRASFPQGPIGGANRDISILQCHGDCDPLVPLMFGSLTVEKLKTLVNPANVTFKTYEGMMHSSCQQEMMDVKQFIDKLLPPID
PAFAH1B3 FP inh = PAFAH1B3 (human) inhibition | recombinant PAFAH1B3, FP-rhodamine probe, fluorescence polarization | inhibition, % at 3.39 µM | hit rate 0.28% among 340,000 | AID 492972;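 active = inhibition above the screen-wide average of all tested compounds plus 3 SD, cut at about 25% in these data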;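 note: 0% = enzyme with DMSO only and 100% = wells lacking PAFAH1B3 protein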
Target sequence (Q15102 whole entry, looked up): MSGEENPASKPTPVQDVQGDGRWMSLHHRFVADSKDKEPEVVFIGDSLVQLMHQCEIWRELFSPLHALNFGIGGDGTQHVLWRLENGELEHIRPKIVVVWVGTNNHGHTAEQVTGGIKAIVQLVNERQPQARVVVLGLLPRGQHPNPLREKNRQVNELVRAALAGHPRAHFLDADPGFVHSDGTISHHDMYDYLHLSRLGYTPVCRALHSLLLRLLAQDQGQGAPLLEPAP
PAFAH1B2 FP inh = inhibitors of human PAFAH1B2 | recombinant PAFAH1B2, FP-rhodamine activity probe, fluorescence polarization | inhibition, % at 3.39 µM | hit rate 1.2% among 340,000 | AID 492953;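 active = inhibition above the mean of all tested compounds plus 3 SD, cut at about 24% in these data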;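 note: 0% = enzyme with DMSO and 100% = wells lacking PAFAH1B2; many of its hits are not listed in these tables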
Target sequence (P68402 whole entry, looked up): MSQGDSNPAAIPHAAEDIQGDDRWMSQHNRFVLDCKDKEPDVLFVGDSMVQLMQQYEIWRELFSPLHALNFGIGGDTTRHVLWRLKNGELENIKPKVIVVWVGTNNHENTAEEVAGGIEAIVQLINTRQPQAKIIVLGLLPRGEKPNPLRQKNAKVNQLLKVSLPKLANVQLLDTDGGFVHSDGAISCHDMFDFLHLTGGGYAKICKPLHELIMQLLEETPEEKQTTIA
ZTA DNA inh = counter-screen for EBNA-1 inhibitors: inhibitors of Epstein-Barr virus ZTA; ZTA-DNA binding, fluorescence polarization; inhibition, % at 11 µM; hit rate 0.15% among 320,000; AID 2234; in the data active = inhibition above about 33%
Target sequence (P03206 whole entry, looked up): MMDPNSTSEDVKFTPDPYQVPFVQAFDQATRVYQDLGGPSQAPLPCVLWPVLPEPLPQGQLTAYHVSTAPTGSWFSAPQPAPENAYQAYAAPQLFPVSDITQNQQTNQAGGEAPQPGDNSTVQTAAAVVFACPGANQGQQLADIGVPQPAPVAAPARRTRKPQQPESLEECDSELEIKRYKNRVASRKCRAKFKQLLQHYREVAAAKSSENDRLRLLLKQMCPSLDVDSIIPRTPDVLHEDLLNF
EBNA-1 inhibitor = blocks EBNA-1 binding to DNA; EBNA-1 DNA binding, fluorescence polarization; inhibition, % at 14.8 µM; hit rate 0.34% among 300,000; AID 1950; in the data active = inhibition above about 28%
pPAFAH inh = pPAFAH (human) enzyme inhibition; Q13093; recombinant pPAFAH, FP-rhodamine probe fluorescence polarization; inhibition, % at 3.39 µM; hit rate 1.5% among 330,000;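 active = inhibition above the mean inhibition across the screen plus 3 SD, cut at about 25% in these data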;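 note: inhibitors block binding of the rhodamine activity-based probe so polarization drops; 0% = enzyme with DMSO and 100% = wells lacking pPAFAH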
PREPL inh = inhibits the human prolyl oligopeptidase-like enzyme; inhibition, % at 5.96 µM; hit rate 0.68% among 320,000; Q4J6C6; recombinant PREPL, fluorescence polarization activity-based probe; AID 2751; in the data active = inhibition above about 43%;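 note: 0% = enzyme with DMSO and 100% = wells lacking enzyme; many of its hits are not listed in these tables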
LYPLA2 counter = blocks human lysophospholipase 2, a PME1 counter-screen. recombinant LYPLA2, FP-Rh probe fluorescence polarization. O95372. hit rate 0.38% among 320,000. inhibition, % at 5.9 µM;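 active = inhibition above the screen-wide mean plus 3 SD, limit set per campaign, cut at about 26% in these data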;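 note: 0% = LYPLA2 with DMSO and 100% = wells lacking LYPLA2 enzyme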
PAFAH2 FP inh = PAFAH2 (human) inhibition. Q99487. recombinant PAFAH2, FP-rhodamine activity probe, fluorescence polarization. inhibition, % at 3.39 µM. hit rate 0.99% among 340,000. AID 492956;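 active = inhibition above the mean over all tested compounds plus 3 SD, cut at about 30% in these data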;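 note: inhibitors block probe labeling of enzyme so polarization drops; 0% = enzyme with DMSO and 100% = wells lacking PAFAH2 protein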
Active calls of the source: *; x = no result given. The list is partial. The share of hits here may be higher or lower than overall.

nr	canonical_smiles	PAFAH1B3 FP inh	PAFAH1B2 FP inh	ZTA DNA inh	pPAFAH inh	LYPLA2 counter	PAFAH2 FP inh	EBNA-1 inhibitor	PREPL inh	LYPLA1 inh
1	O=C1CCCCN1CCC(=O)N1CCCC(Nc2ccccc2)C1 (centres undefined)	0	0	-11	-2	3	-5	2	-5	-3
2	COc1ccc(NC(=O)c2cc(C)cc(C)c2)cc1[N+](=O)[O-]	4	5	-7	4	11	-4	-15	0	3
3	Cc1nc2ccccc2c(=O)n1NC(=O)c1ccc(Cl)c([N+](=O)[O-])c1	12	7	6	-1	6	-3	-2	-6	0
4	CC(C)(C)OC(=O)N1CCC2(CC1)Oc1ccc(F)cc1C(=O)C21CC(c2ccccc2)=NO1 (centres undefined)	-11	4	-8	2	-1	-4	4	12	-3
5	COc1ccc(S(=O)(=O)NCCC(=O)NCc2ccc(F)cc2)cc1	5	4	-8	0	4	-2	4	9	1
6	CC(C)(C)OC(=O)NCCCCCc1nnc(SCc2ccccc2)o1	8	0	-3	11	12	8	0	0	6
7	COc1cc(/C=C/C(=O)N2CCN(CC(O)COc3ccccc3)CC2)cc(OC)c1OC (centres undefined)	-3	0	5	0	5	8	0	-6	-1
8	C/C(=N\N(C)C)C1=C(O)c2ccccc2C1=O	5	7	4	5	-2	5	9	2	0
9	Brc1ccc(-c2nnc3sc(CN4CCC5(CC4)OCCO5)cn23)cc1	2	2	-12	-8	5	3	-15	16	-1
10	Oc1ccc(Cl)cc1/C=N/c1nccs1	8	5	1	2	7	8	10	19	2
11	O=C1CC(c2ccccc2)Sc2nc(-c3ccccc3)c(-c3ccccc3)n21 (centres undefined)	5	-1	-3	5	5	-13	-4	8	1
12	CCC(OC(=O)c1cccs1)C(=O)NC1CCCCC1 (centres undefined)	14	3	7	4	-2	0	-5	-2	1
13	O=C(NC1CCCCC1)C1CCCN(S(=O)(=O)c2ccc(F)cc2)C1 (centres undefined)	-3	4	-8	0	7	-2	3	17	0
14	COc1ccc(CCNS(=O)(=O)c2ccc3c(c2)CCN3C(=O)C2CC2)cc1OC	-1	8	-31	-2	9	-1	-4	9	3
15	O=C(NCCCn1ccnc1)C(F)(F)C(F)(F)C(=O)NCCCn1ccnc1	10	8	6	-2	0	8	-3	5	-8
16	CCc1ccc(CN(C)CC(O)COc2cccc3ccccc23)cc1 (centres undefined)	16	6	-16	0	5	-7	-7	-42	-4
17	Cc1[nH]c2ccccc2c1CCNC(=O)c1c(N)no[n+]1[O-]	0	4	6	5	-4	-1	3	-1	-5
18	CS/C(=N\S(=O)(=O)c1ccccc1)c1ccccc1	16	-1	23	-1	-2	6	9	9	-2
19	CC(=O)C1=C(O)C(=O)N(Cc2ccccc2)C1c1cccc([N+](=O)[O-])c1 (centres undefined)	3	21	-26	2	11	-1	1	10	4
20	CCOc1ccc(CCNC(=O)CSc2ncn[nH]2)cc1OCC	3	6	-18	3	-5	2	5	11	-2
21	CC(C)C(NC(=S)Nc1ccccc1)C(=O)O (centres undefined)	8	7	9	4	-2	4	12	0	-4
22	Cc1csc(SCC(=O)NC(=O)NCCC(C)C)n1	3	4	2	3	-3	-1	-4	5	-2
23	O=c1c(N2CCCCC2)coc2ccccc12	3	3	4	1	0	-6	-12	6	0
24	O=C(Cn1c(CN2CCCCC2)nc2ccccc2c1=O)Nc1ccccc1	-1	3	-18	-1	-3	-7	3	-1	-2

14 structures already listed, sorted by molar mass, largest number first.
nr	canonical_smiles	PAFAH1B3 FP inh	PAFAH1B2 FP inh	ZTA DNA inh	pPAFAH inh	LYPLA2 counter	PAFAH2 FP inh	EBNA-1 inhibitor	PREPL inh	LYPLA1 inh
9	Brc1ccc(-c2nnc3sc(CN4CCC5(CC4)OCCO5)cn23)cc1	2	2	-12	-8	5	3	-15	16	-1
14	COc1ccc(CCNS(=O)(=O)c2ccc3c(c2)CCN3C(=O)C2CC2)cc1OC	-1	8	-31	-2	9	-1	-4	9	3
15	O=C(NCCCn1ccnc1)C(F)(F)C(F)(F)C(=O)NCCCn1ccnc1	10	8	6	-2	0	8	-3	5	-8
11	O=C1CC(c2ccccc2)Sc2nc(-c3ccccc3)c(-c3ccccc3)n21 (centres undefined)	5	-1	-3	5	5	-13	-4	8	1
24	O=C(Cn1c(CN2CCCCC2)nc2ccccc2c1=O)Nc1ccccc1	-1	3	-18	-1	-3	-7	3	-1	-2
19	CC(=O)C1=C(O)C(=O)N(Cc2ccccc2)C1c1cccc([N+](=O)[O-])c1 (centres undefined)	3	21	-26	2	11	-1	1	10	4
20	CCOc1ccc(CCNC(=O)CSc2ncn[nH]2)cc1OCC	3	6	-18	3	-5	2	5	11	-2
16	CCc1ccc(CN(C)CC(O)COc2cccc3ccccc23)cc1 (centres undefined)	16	6	-16	0	5	-7	-7	-42	-4
17	Cc1[nH]c2ccccc2c1CCNC(=O)c1c(N)no[n+]1[O-]	0	4	6	5	-4	-1	3	-1	-5
12	CCC(OC(=O)c1cccs1)C(=O)NC1CCCCC1 (centres undefined)	14	3	7	4	-2	0	-5	-2	1
18	CS/C(=N\S(=O)(=O)c1ccccc1)c1ccccc1	16	-1	23	-1	-2	6	9	9	-2
10	Oc1ccc(Cl)cc1/C=N/c1nccs1	8	5	1	2	7	8	10	19	2
8	C/C(=N\N(C)C)C1=C(O)c2ccccc2C1=O	5	7	4	5	-2	5	9	2	0
23	O=c1c(N2CCCCC2)coc2ccccc12	3	3	4	1	0	-6	-12	6	0

(cont.)
nr	canonical_smiles	PAFAH1B3 FP inh	PAFAH1B2 FP inh	ZTA DNA inh	pPAFAH inh	LYPLA2 counter	PAFAH2 FP inh	EBNA-1 inhibitor	PREPL inh	LYPLA1 inh
25	O=C(CN1CCN(c2ccc(O)cc2)CC1)Nc1ccc(SC(F)F)cc1	7	-1	-9	33*	21	-5	2	22	2
26	Cc1c(NC(=O)c2ccc(Cl)c([N+](=O)[O-])c2)cccc1-n1cnnn1	-3	6	x	4	x	11	x	19	x
27	O=C(CNC(=O)c1ccc(Cl)cc1)NCc1ccccn1	6	0	-5	-7	-5	6	x	-2	-2
28	O=C(NCCCc1ccccc1)c1ccc(CS(=O)Cc2ccccc2Cl)o1 (centres undefined)	13	11	-8	1	2	5	-15	-20	1
29	Cc1ccc(/C=N/NC(=O)CSc2nc3ccccc3[nH]2)o1	2	3	8	1	-4	5	-8	0	-5
30	CCOC(=O)CCc1c(C)nc2cc(-c3ccccc3OC)[nH]n2c1=O	11	0	6	-3	2	5	-4	6	-1
31	C[C@H](NC(=O)C1CC(=O)N(c2ccc3c(c2)OCO3)C1)C(=O)NCc1ccco1 (some centres undefined)	4	-1	7	1	6	0	-16	-16	0
32	Cc1nc2ccccc2n1CCc1nc2c3ccccc3nc(=S)n2[nH]1	10	6	-10	7	1	2	-19	2	0
33	CCC(CC)c1nnc(NC(=O)c2cc(-c3ccccc3)nc3ccccc23)s1	9	-3	2	12	1	-5	-2	-4	-5
34	O=C(C1CCN(S(=O)(=O)c2cnc[nH]2)CC1)N1CCn2c1nc1ccccc12	11	-3	-3	-1	3	-1	-4	5	0
35	Cc1cc(C(=O)CCC(=O)NCC(=O)Nc2c(C)cccc2C)c(C)s1	7	1	x	2	x	-3	x	9	x
36	COc1ccc(NC(=O)CSc2nc(C)cc(C(F)(F)F)n2)cc1	2	-4	-2	0	-3	0	-12	-3	1
37	CC(C)Cn1c(/C=C/c2ccccc2)nc2ccccc21	4	2	6	6	2	-9	1	15	-3
38	CCOc1cc(CNC(C)(C)CO)cc(Br)c1OCc1ccc(Cl)cc1Cl	1	3	4	34*	-7	7	-1	-42	-5
39	CSc1ccc(CN(C)CC(=O)NC(=O)NC(C)(C)C)cc1	6	1	-3	2	3	-2	1	3	0
40	CSc1ccc(/C=C/C(=O)N2CCN(c3ccccn3)CC2)cc1	12	6	-5	9	4	-2	-5	2	-4
41	Nc1ccc2nc(-c3cccnc3)[nH]c2c1	6	0	11	39*	2	-4	-1	13	-1
42	COc1ccc(C(=O)N[C@H](C(=O)Nc2nc3ccccc3[nH]2)C(C)C)cc1	6	0	8	2	-3	9	-8	-2	-1
43	CCN(CC)S(=O)(=O)c1cccc(-c2nnc(SCC(=O)NC)n2CCc2ccccc2)c1	3	-5	-10	6	-2	3	-1	3	5
44	CC(=O)N1C(=O)CC(C)N(C(C)=O)c2ccc([N+](=O)[O-])cc21 (centres undefined)	-7	-3	-4	4	9	-1	9	6	-2
45	S=C(NCCc1ccccc1)NCC(c1ccco1)N1CCCCC1 (centres undefined)	2	13	6	0	-1	5	-15	5	-2
46	COCCCNc1ncnc2c1sc1nc(-c3ccco3)c3c(c12)CC(C)(C)OC3	8	-2	10	4	-7	0	5	15	-7
47	Cn1c(SCc2ccccc2)nnc1-c1ccc2nonc2c1	3	-2	1	3	-2	0	-3	12	-1
48	N#CCSc1ncnc2sc3c(c12)CCC3	8	0	-11	15	2	-4	-11	-2	-6
49	O=C(NCCCN1CCOCC1)c1cc(C(=O)C2CC2)c[nH]1	6	5	-2	4	4	1	-7	13	4
50	CCn1cc(C(=O)NCc2ccc(Cl)cc2)c(=O)c2cc(S(=O)(=O)N(C)C)ccc21	10	13	-32	5	2	1	-6	-5	-5
51	COC(=O)c1cc2sccc2n1CC(=O)Nc1cccc(SC)c1	-3	2	-4	-4	-2	-5	8	-2	-6
52	COC(=O)CCCNC(=O)c1ccc2oc(CCCc3ccccc3)nc2c1	15	3	-8	17	4	-1	3	0	1
53	COc1ccc(-c2c[n+]3c(n2-c2ccccc2)CCCCC3)cc1	3	-1	-3	0	4	-4	-1	17	1
54	CC1(C)c2ccccc2N2CC(=O)N(CC(N)=O)C21C (centres undefined)	-280	-176	-10	-161	-177	-214	9	-224	-81
55	CCOC(=O)N1CCN(C(=O)Cn2nc(C)n3nc(-c4ccc(OC)cc4)cc3c2=O)CC1	-8	4	-16	2	1	3	-3	1	1
56	CCCc1cc(=O)oc2cc(C)cc(OCC(=O)NCc3cccnc3)c12	8	5	6	-1	5	3	6	-10	1
57	COc1cc(OC)c2c(-c3cccc(-c4cccc(N)c4)c3)cc(=O)oc2c1	1	0	x	14	x	5	x	x	x
58	CCOC(=O)Cn1c2ccc(C)cc2c2nc(C)sc21	3	0	-5	-2	-1	-4	-4	4	-1
59	COc1ccc(/C=N/NC2=NCCCCC2)c(OC)c1	6	0	9	-4	-11	-2	1	15	0
60	CNS(=O)(=O)c1cccc(C(=O)NCC2CCCCC2)c1	8	3	7	4	3	2	-16	2	4
61	CCn1ncc(Br)c1C(=O)Nc1ccccc1C(F)(F)F	9	3	-8	7	7	1	-2	18	3
62	O=C(O)/C=C/c1cn(Cc2ccccc2)nc1-c1cccs1	6	2	-3	-3	1	8	-6	-1	-1
63	Cc1ccc(OCC(=O)N(Cc2cccc(F)c2)C2CCS(=O)(=O)C2)cc1 (centres undefined)	3	2	2	-1	5	1	-2	-1	0
